Screening data deposited in PubChem by several laboratories.
NR2E3 ag-1: NR2E3 (human) agonism; Q9Y5X4; GST-NR2E3/biotin-RetCOR TR-FRET, 1536-well; inhibition of corepressor binding, % at 4.78 µM; 0.12% of 320,000 active; AID 2300;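 active means percent inhibition above the cutoff of mean plus 3 SD of all tested compounds, set per screening campaign, cut at about 20% in these data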;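 further: 0% = DMSO wells and 100% = biotin wells as full block of FRET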
Target sequence (Q9Y5X4 whole entry, looked up): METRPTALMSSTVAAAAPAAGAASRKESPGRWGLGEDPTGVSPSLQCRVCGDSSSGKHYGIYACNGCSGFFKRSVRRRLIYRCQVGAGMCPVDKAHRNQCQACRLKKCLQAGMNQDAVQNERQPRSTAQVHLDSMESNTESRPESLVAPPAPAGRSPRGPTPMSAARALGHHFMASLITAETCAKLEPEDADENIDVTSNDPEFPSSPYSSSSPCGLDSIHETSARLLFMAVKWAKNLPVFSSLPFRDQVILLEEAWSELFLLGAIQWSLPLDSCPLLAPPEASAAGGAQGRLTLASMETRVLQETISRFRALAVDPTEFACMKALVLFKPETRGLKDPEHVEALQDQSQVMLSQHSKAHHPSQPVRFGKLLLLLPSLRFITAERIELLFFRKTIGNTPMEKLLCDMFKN
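Format: 1536-well format; test system: GST-NR2E3 and biotin-RetCOR proteins; read-out basis: percent inhibition of TR-FRET ratio; timing: 5 h incubation at 4 °C; detection: time-resolved FRET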
HIF-2a block: HIF-2a inhibition | inhibition, % at 18.8 µM | 0.72% of 360,000 active | AID 624352 | 786-0 RCC cells HIF-2a reporter, luciferase luminescence, overnight;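 active means inhibition of the luminescence signal of 40% or more relative to plate controls, in a single-dose primary screen at 18.75 µM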
KKLEB cytotox: reduces viability of KKLEB cystic fibrosis airway cells; KKLEB CF airway cells viability, ATPlite luminescence, overnight; stronger effect = lower value; cells stimulated with P. aeruginosa culture filtrate; activity change (cytotoxicity), % at 5 µM; 0.36% of 360,000 active; AID 602141;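 active means corrected activity change at or below -50% at 5 µM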
MITF TRPM1 inh: reduces MITF-dependent TRPM1 promoter luciferase signal | 0.83% of 330,000 active | inhibition, % at 12.5 µM | SK-MEL-5 TRPM1 promoter luciferase, 24 h;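 active means mean inhibition across replicates of 60% or more, whatever share of single replicates reaches that level; inconclusive means some that reach 60%, reason not given; inactive means mean inhibition across replicates below 60%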; further: values of inactives mirror those of a sister screen read the other way
Vif inh: HIV Vif inhibition; HEK293T cells, Vif self-association by quenched fluorescence, imaging, 24 h; inhibition, % at 7.49 µM; 0.35% of 340,000 active; AID 602346; in the data active means inhibition above about 50%, passing the limit was not always enough; inconclusive means no clear call, values can overlap the other calls; inactive means below about 31%; further: some results filed as inactive read as strong as hits
PDI inh: PDI (human) enzyme inhibition; P07237; PDI insulin aggregation turbidity, A650, 90 min; inhibition, % at 10 µM; 0.052% of 350,000 active; AID 588391;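 active means mean inhibition across replicates of 30% or more, whatever share of single replicates reach that level; inconclusive means mean inhibition below 30% while every single replicate reaches 30%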;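 further: absorbance from insulin aggregation driven by PDI reduction with DTT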
Target sequence (P07237 whole entry, looked up): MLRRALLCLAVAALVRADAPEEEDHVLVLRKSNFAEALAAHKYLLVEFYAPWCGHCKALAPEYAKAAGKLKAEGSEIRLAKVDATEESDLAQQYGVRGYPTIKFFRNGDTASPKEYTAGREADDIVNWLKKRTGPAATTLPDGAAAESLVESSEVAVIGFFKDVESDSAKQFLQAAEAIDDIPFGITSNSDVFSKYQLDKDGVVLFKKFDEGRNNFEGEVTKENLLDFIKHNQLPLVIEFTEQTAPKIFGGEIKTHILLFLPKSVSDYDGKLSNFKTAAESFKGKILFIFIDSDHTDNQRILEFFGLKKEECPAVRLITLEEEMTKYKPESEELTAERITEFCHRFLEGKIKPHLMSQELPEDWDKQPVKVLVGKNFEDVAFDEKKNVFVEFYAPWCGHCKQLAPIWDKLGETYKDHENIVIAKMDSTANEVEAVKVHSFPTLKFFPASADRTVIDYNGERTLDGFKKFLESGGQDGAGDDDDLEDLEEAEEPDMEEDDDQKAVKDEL
CF NFkB block: cystic fibrosis NF-kB activation inhibition | 0.86% of 360,000 active | KKLEB NF-kB-GFP reporter, PAF-induced, GFP fluorescence overnight | AID 588850 | inhibition, % at 5 µM;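 active means at least 50% inhibition at 5 µM, scaled per plate between neutral and stimulator controls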;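 further: PAF is a Pseudomonas aeruginosa culture filtrate used as stimulus; plate controls were PAF-stimulated DMSO wells for no effect and unstimulated DMSO wells for full effect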
Peg3 promoter: inhibitors of Peg3 promoter. HeLa PEG-Prom luciferase reporter, luminescence, overnight. inhibition, % at 20 µM. 1.7% of 360,000 active. AID 588405;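 active means inhibition of at least 50% at 20 µM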
CaV13 FRET inh: Primary screen for inhibitors of IQ motif and Ca2+-dependent inactivation inhibitor domain binding in CACNA1D, Förster resonance energy transfer in living cells, …; HEK cells, CFP/YFP FRET ICDI-IQ, plate reader, 10 min; percent FRET-ratio fall versus neutral wells; inhibition, % at 12.3 µM; 0.098% of 340,000 active;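 active means mean replicate inhibition of at least 30% and at least 1% of replicates passing that level; inconclusive means only one of the two criteria is met; inactive means neither criterion is met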;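 further: 0% = median of the neutral control wells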
NR2E3 ag-2: human photoreceptor-specific nuclear receptor agonism; Q9Y5X4; CHO-S Gal4-NCOR/VP16-NR2E3 two-hybrid, luciferase; inhibition of corepressor binding, % at 3.98 µM; 0.35% of 360,000 active; AID 602229;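 active means inhibition above the mean of all tested compounds plus 3 SD, cut at about 70% in these data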;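 further: 0% = DMSO with NR2E3 transfected cells and 100% = cells lacking NR2E3 construct; higher means lower luciferase signal from less NR2E3 corepressor binding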
Shn3 inh set2: reduces Shn3 3'UTR luciferase signal in osteoblasts; Clone20 osteoblast Shn3 3'UTR firefly luciferase, 24 h; inhibition, % at 12.5 µM; 0.52% of 360,000 active;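 active means mean inhibition of at least 75% with every replicate also reaching 75%; inconclusive means mean inhibition at least 75% but some replicate below; inactive means mean inhibition below 75%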;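 further: 0% = median of neutral control wells and 100% = pilot-screen positive control compound; some compounds past the cut are filed as inactive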
The depositor's hits bear a star; u = inconclusive; x = not tested or not shown.

Order of values: NR2E3 ag-1, HIF-2a block, KKLEB cytotox, MITF TRPM1 inh, Vif inh, PDI inh, CF NFkB block, Peg3 promoter, CaV13 FRET inh, NR2E3 ag-2, Shn3 inh set2
Cc1csc(=Nc2ccccc2)n1CCCN1CCCC1=O
    -4, -10, -5, 5, 0, 6, -7, -9, -2, -7, -1
CN(C(=O)COC(=O)c1cccc(S(=O)(=O)N2CCCCCC2)c1)C1CCS(=O)(=O)C1 (configuration not stated)
    3, 12, -17, 6, 18, 7, 23, 3, -2, 22, 8
Cc1ccc(-c2nnn(CC(=O)N(CC(=O)NCC3CCCO3)c3ccccc3)n2)o1 (configuration not stated)
    -2, -8, 9, -1, -11, 1, 14, -31, -7, -30, 0
Cc1cc(NC(=O)CSC2=NS(=O)(=O)c3cc(F)ccc3N2)no1
    -2, 5, 11, 5, -1, -3, -6, -6, -6, -5, -3
COc1ccc(-c2cc(C(F)(F)F)c3c(n2)sc2c(O)cc(=O)[nH]c23)c(OC)c1
    -1, 1, -30, 6, 8, 2, 22, 23, -16, -3, -7
CC1C=CCC2C(=O)N(c3ccc(OC(=O)c4ccco4)cc3)C(=O)C12 (configuration not stated)
    0, 10, -12, 13, -16, -7, 4, -7, -16, 0, -6
O=c1oc2ccccc2c(NCc2ccccc2F)c1[N+](=O)[O-]
    -3, 3, -16, 9, 0, -5, 19, 17, -5, -1, 0
COc1cc(Cl)ccc1OC1(C)CCN(Cc2cccc(OC)c2OC)C1 (configuration not stated)
    x, 9, 4, x, 8, -2, -1, 23, -5, -27, -2
COc1ccccc1OCCn1cc(C=O)c2ccccc21
    x, 16, 3, -3, -1, -3, -6, -4, 12, -19, 5
O=C(O)C1CCc2sc3[nH]c(=S)n(-c4ccccc4)c(=O)c3c21 (configuration not stated)
    0, 8, 9, 2, -4, 6, -16, 6, -4, -12, 9
Cn1nc([N+](=O)[O-])c(C(C#N)c2ccccn2)c(Cl)c1=O (configuration not stated)
    -1, 22, -13, 40, 7, -1, 4, 30, 14, -2, -9
COCC(=O)OCC(=O)Nc1cc(C)c(C)cc1[N+](=O)[O-]
    5, 4, -16, -4, -6, 7, 17, -10, 1, -7, -1
Cc1cn([C@H]2C[C@H](O)[C@@H](CCC(=O)NC(c3ccccc3)c3ccccc3)O2)c(=O)[nH]c1=O
    x, 10, 2, -3, x, 2, 9, -12, -10, -12, -7
CC(C)C(=O)N1CCC1(C)C(=O)Nc1ccc(-n2cccc2)cc1 (configuration not stated)
    x, -14, 0, x, 14, -4, 10, -20, -6, 7, -1
N#CC1=C(SCc2ccccc2)NC2=C(C(=O)CCC2)C1c1ccc2c(c1)OCO2 (configuration not stated)
    3, 22, -2, 1, 5, 6, 12, 30, -5, 8, -2
OC(c1ccc(Cl)c(F)c1)c1ncc(-c2ccc(F)cc2)[nH]1 (configuration not stated)
    x, -6, -1, x, -15, 2, -9, 18, -4, 80*, 68
CCC(C)(CC(=O)N(C)CCC#N)c1ccccc1 (configuration not stated)
    4, 16, -2, 4, -9, 17, 4, 4, -5, 11, -5
Cc1ccccc1C(=O)N1CCC(C(=O)Nc2cc(C(F)(F)F)ccc2N2CCCC2)CC1
    2, 5, -8, 8, -11, -2, 14, -21, -5, 5, -37
Cc1ccc2nc(SCC(=O)Nc3ccc(F)cc3F)[nH]c2c1
    6, -57, 1, -14, -2, -40, -7, -22, -5, -2, -10
Cc1ccc(CONC(=O)c2ccc(Cl)cc2)cc1
    0, -282, 10, -64, -12, -6, 6, -262, -2, -49, -81
CCOC(=O)c1nn2c(C(F)(F)F)cc(-c3ccc(OC)cc3)nc2c1Br
    1, 16, 0, -1, 6, -9, -5, 18, 1, -10, 12
O=C(NNC(=S)Nc1ccccc1)NNC(=S)Nc1ccccc1
    -4, 1, 2, 9, 4, 1, -4, 3, -4, -5, -1
O=C1CC(N2CCN(c3ccccc3O)CC2)C(=O)N1Cc1ccccc1 (configuration not stated)
    4, 9, -12, -9, 15, -4, 5, 0, -6, -28, 6
CC(C)(C)n1nnnc1C(c1cccs1)N(Cc1ccc(Cl)cc1)CC1CCCO1 (configuration not stated)
    1, 15, -10, 6, 12, 1, 11, 35, -1, -17, -18
CCCCC1=NN2CCS(=O)(=O)N=C2S1
    -1, 10, 2, -12, 20, 5, 15, 16, -3, 17, -11
O=C1NC(=O)/C(=C\c2ccc(OCc3cccc([N+](=O)[O-])c3)cc2)N1
    -1, -28, 1, -19, 14, -6, -46, -41, -2, -37, 17
COc1ccc(Cl)cc1S(=O)(=O)Nc1cccc(C(=O)O)c1
    1, 7, -10, 1, -6, 4, -4, 5, -3, -9, -8
COc1ccc(CNC(=O)C2Cc3c(-c4ccccc4)ccnc3O2)cc1OC (configuration not stated)
    x, -2, -10, x, -7, 0, -13, 6, -13, 18, 4
COc1ccc(N2CCN(S(=O)(=O)CCNC(=O)c3ccc(Br)o3)CC2)cc1
    -2, 13, 3, 8, 1, 1, 5, 10, -4, -3, 6
CCCCNC(=O)N(O)C1N(/N=C/c2ccc(N(C)C)cc2)C(=S)SC1(C)C (configuration not stated)
    -5, 2, -2, 13, 5, -2, -10, 8, -22, -28, -20
O=[N+]([O-])c1ccccc1S(=O)(=O)n1cnc2ccccc21
    2, 11, 2, 7, -5, 5, -11, 2, -4, 12, 0
Cc1ccc(-c2nnc(SCC#CCOC(=O)c3ccco3)o2)cc1
    -2, -97, -4, -21, 6, 9, -4, -101, -3, -50, -34
CC(=O)N(c1ccc(N(C(C)=O)S(=O)(=O)c2cccs2)cc1)S(=O)(=O)c1cccs1
    -2, -6, 10, -3, -18, 0, 16, 5, -5, -8, -3
CC1Cc2ccccc2N1C(=O)Cn1cnc2ccccc21 (configuration not stated)
    2, 5, 12, 16, u, 10, 8, 12, -4, -19, 21
Cc1ccc(Cl)cc1NC(=O)Nc1c(C)n(C)n(-c2ccccc2)c1=O
    5, 6, -21, 10, 4, 15, 5, 21, x, -5, 4
CC(C)(C)c1nnc(SCC(=O)c2ccccc2)n(N)c1=O
    1, -50, 0, -26, 1, -1, 2, -58, -6, -32, -5
Cc1ccc(-n2c(COc3ccccc3)n[nH]c2=S)cc1
    6, 9, -2, -3, 18, 3, 6, 4, -3, -7, -15
C=CCNc1nc(-c2cccc(OC)c2O)nc2ccccc12
    0, -59, 26, 0, -25, -7, -25, 12, -3, -9, 21
CCOC(=O)c1c(-c2ccc(-c3ccccc3)cc2)csc1NC(=O)CCN1CCOCC1
    3, 18, -5, 4, 3, -5, 2, 19, -3, -12, 10
COc1ccc(N2CCN(C(CNS(=O)(=O)c3cccs3)c3cccnc3)CC2)cc1 (configuration not stated)
    1, 1, 0, 7, 4, -10, 2, 5, x, -19, -8
CC(=O)c1c(C)[nH]c(C(=O)OC(C)C(=O)Nc2cc(S(=O)(=O)N3CCCCC3)ccc2Cl)c1C (configuration not stated)
    6, 7, -1, 10, 2, 5, -1, 21, -4, -21, 50
CC(C)CCN=CC1=C(O)CC(c2ccccc2)CC1=O (configuration not stated)
    7, -47, 6, -1, -5, 5, 8, -23, -6, -16, 1
CN1CCCC1CCNS(=O)(=O)c1ccc(Br)cc1 (configuration not stated)
    -3, 23, 1, -4, 2, 5, 1, 12, -5, -36, -11
CNCCC=C1c2ccccc2CCc2ccccc21
    -1, -10, 11, -10, -3, 2, 27, 40, -5, 13, 27
CCc1c(C)nc2ncnn2c1Nc1ccc(C)cc1
    3, 11, 4, 13, -5, -9, 11, 11, -5, -3, 8
CCOc1ccc(C/C(N)=N/n2cnnc2)cc1
    0, 14, -13, 8, 8, 16, 9, 11, -10, -14, 16
Cc1nc2c(n1C1CCCCC1)C(=O)c1ccccc1C2=O
    -3, 20, -11, 23, -8, -1, 13, 21, -5, -12, 64
O=C(CN(CCO)c1ccccc1)NC12CC3CC(CC(C3)C1)C2
    2, -2, -3, -9, x, -5, 10, -7, x, -26, 2
CCc1nc2c(OCc3ccccc3C)cccn2c1N(C)C(=O)c1ccc(C)cc1
    x, 9, -8, x, -1, -4, 1, 10, -5, -8, 5
CCSc1ccccc1C(=O)NCc1cccnc1
    1, 17, 1, 0, 5, 1, -3, 2, -5, 2, -9
COc1ccc(NC(=O)c2ccc(NC(=O)CN3CCN(c4ccccc4OC)CC3)cc2)cc1
    x, 2, -4, x, -11, -4, 0, -22, -5, 4, 57
O=C1OC2(c3ccccc31)c1ccccc1-c1ccccc12
    x, 4, -14, 9, 2, -7, 17, 32, -3, -9, 2
COC(=O)c1ccc(S(=O)(=O)NCc2ccco2)o1
    -3, 15, 3, 5, -6, 2, 0, 5, -20, -7, 6
COc1ccc(C(O)c2nc(-c3cccc(C(F)(F)F)c3)cs2)cc1 (configuration not stated)
    x, -10, 8, x, -6, -1, -33, 10, -11, 1, 5
COC(=O)CCC(=O)N(C)CC1CCCN(CCc2cccc(C(F)(F)F)c2)C1 (configuration not stated)
    0, 11, 9, -7, -4, -3, 0, 13, -3, -4, -1
CCCc1nc2sc3c(c2c(=O)n1NC(=O)CCC(=O)OC)CCCC3
    -2, -3, 0, -3, 9, 4, -11, 1, -4, 2, -9
CCOC(=O)c1[nH]c(C)c(CN(Cc2ccco2)C(=O)C(F)(F)F)c1C
    -4, 5, -6, 22, x, 3, 15, 24, -5, 8, 10
O=C(CCc1nc2ccccc2c(=O)[nH]1)OCC(=O)N1CCc2ccccc21
    -2, 9, 4, 13, 2, 0, -22, 6, 4, -8, -20
COc1ccc(C(=O)n2c(SC)nc3cc4c(cc32)OCCO4)cc1
    1, -122, -23, -15, x, 0, 31, -61, -6, -35, 0
O=[N+]([O-])c1ccc(NN=Cc2cccc3ccccc23)cc1
    x, -31, -3, -1, 33, -67, -22, -23, -11, -11, 24

The listing continues:
Order of values: NR2E3 ag-1, HIF-2a block, KKLEB cytotox, MITF TRPM1 inh, Vif inh, PDI inh, CF NFkB block, Peg3 promoter, CaV13 FRET inh, NR2E3 ag-2, Shn3 inh set2
O=C(NNC(=O)c1ccc(F)cc1)c1ccncc1
    -3, 11, 17, -5, 1, -4, 9, 6, -5, -19, -11
Cc1cccc(C(=O)OC(C)C(=O)Nc2ccc(S(=O)(=O)N3CCCC3)cc2)c1O (configuration not stated)
    2, 6, -8, -3, -1, 9, 7, 28, -13, -34, 2
CCc1ccc(N(C(=O)c2csnn2)C(C(=O)NC2CCCC2)c2cccnc2)cc1 (configuration not stated)
    3, 2, 2, 9, 5, 12, -12, 2, -5, 45, -2
COc1ccc(CNC(=O)CN2C(=O)NC3(CCCCCC3)C2=O)cc1
    x, 1, -5, 11, 23, -7, -22, 0, -5, -12, -17

Some of these compounds in order of their number in Shn3 inh set2, high to low:
SMILES	Shn3 inh set2
COc1ccc(N2CCN(S(=O)(=O)CCNC(=O)c3ccc(Br)o3)CC2)cc1	6
O=C1OC2(c3ccccc31)c1ccccc1-c1ccccc12	2
CC1C=CCC2C(=O)N(c3ccc(OC(=O)c4ccco4)cc3)C(=O)C12 (configuration not stated)	-6
